Screening results deposited in PubChem BioAssay by several laboratories.
TLR9-MyD88 block: blocks human TLR9 binding to MyD88. Q9NR96+Q99836. CHO BLA complementation TLR9-MyD88, CCF4 FRET ratio. inhibition, % at 4.98 µM. 340,000 compounds, 0.21% hits. AID 504734;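 active = inhibition above the mean over all tested compounds plus 3 SD, cut at about 21% in these data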;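 note: 0% = DMSO only wells and 100% = clavulanate BLA inhibitor control wells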
SRC2 inh: inhibits human steroid receptor coactivator 2; Q15596; HEK293 GAL4-SRC2 luciferase reporter, luminescence; inhibition, % at 9 µM; 370,000 compounds, 0.17% hits; AID 651957;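 active = inhibition above the mean inhibition of all tested compounds plus 3 SD, set per campaign, cut at about 52% in these data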;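 note: 0% = DMSO treated cells and 100% = cells given Gossypol at 36 µM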
COUP-TFII inh: inhibitors of human COUP-TFII (NR2F2); P24468; HEK293T NGFI-A luciferase reporter, luminescence; AID 686940; 370,000 compounds, 0.7% hits; inhibition, % at 8.6 µM;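 active = inhibition above a per-plate cutoff, mean inhibition of test wells between control levels plus 3 SD, cut at about 38% in these data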;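 note: cells cotransfected with COUP-TFII expression vector driving the NGFI-A reporter; 0% = median of COUP-TF2 test wells and 100% = reporter-only cells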
Vif imaging: HIV Vif inhibition | HEK293T cells, Vif self-association by quenched fluorescence, imaging, 24 h | inhibition, % at 7.49 µM | 340,000 compounds, 0.35% hits; in the data active = inhibition above about 50%, passing the limit was not always enough; inconclusive = no clear call, values can overlap the other calls; inactive = below about 31%; note: some results filed as inactive read as strong as hits
LRH-1 inv ag: inverse agonists of human LRH-1 (NR5A2); 360,000 compounds, 0.13% hits; O00482; AID 602396; HEK293T StAR-luciferase reporter, LRH-1 transfected, 24 h; inhibition, % at 3.6 µM;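 active = inhibition above the mean inhibition of all tested compounds plus 3 SD, cut at about 73% in these data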;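 note: 0% = DMSO wells and 100% = reporter-only cells lacking LRH-1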
NCOA3 inh: inhibitors of human steroid receptor coactivator 3 (SRC3) | 360,000 compounds, 0.17% hits | AID 588352 | HEK293 GAL4-SRC3 luciferase reporter, luminescence | inhibition, % at 3.6 µM;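 active = inhibition above a per-campaign cutoff, the mean of all compounds plus 3 SD, cut at about 60% in these data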;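 note: 0% = DMSO-treated cells and 100% = gossypol-treated cells at 36 µM; higher means less SRC3-driven luciferase light from the GAL4 reporter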
Target sequence (Q9Y6Q9 whole entry, looked up, the tested form may be a part): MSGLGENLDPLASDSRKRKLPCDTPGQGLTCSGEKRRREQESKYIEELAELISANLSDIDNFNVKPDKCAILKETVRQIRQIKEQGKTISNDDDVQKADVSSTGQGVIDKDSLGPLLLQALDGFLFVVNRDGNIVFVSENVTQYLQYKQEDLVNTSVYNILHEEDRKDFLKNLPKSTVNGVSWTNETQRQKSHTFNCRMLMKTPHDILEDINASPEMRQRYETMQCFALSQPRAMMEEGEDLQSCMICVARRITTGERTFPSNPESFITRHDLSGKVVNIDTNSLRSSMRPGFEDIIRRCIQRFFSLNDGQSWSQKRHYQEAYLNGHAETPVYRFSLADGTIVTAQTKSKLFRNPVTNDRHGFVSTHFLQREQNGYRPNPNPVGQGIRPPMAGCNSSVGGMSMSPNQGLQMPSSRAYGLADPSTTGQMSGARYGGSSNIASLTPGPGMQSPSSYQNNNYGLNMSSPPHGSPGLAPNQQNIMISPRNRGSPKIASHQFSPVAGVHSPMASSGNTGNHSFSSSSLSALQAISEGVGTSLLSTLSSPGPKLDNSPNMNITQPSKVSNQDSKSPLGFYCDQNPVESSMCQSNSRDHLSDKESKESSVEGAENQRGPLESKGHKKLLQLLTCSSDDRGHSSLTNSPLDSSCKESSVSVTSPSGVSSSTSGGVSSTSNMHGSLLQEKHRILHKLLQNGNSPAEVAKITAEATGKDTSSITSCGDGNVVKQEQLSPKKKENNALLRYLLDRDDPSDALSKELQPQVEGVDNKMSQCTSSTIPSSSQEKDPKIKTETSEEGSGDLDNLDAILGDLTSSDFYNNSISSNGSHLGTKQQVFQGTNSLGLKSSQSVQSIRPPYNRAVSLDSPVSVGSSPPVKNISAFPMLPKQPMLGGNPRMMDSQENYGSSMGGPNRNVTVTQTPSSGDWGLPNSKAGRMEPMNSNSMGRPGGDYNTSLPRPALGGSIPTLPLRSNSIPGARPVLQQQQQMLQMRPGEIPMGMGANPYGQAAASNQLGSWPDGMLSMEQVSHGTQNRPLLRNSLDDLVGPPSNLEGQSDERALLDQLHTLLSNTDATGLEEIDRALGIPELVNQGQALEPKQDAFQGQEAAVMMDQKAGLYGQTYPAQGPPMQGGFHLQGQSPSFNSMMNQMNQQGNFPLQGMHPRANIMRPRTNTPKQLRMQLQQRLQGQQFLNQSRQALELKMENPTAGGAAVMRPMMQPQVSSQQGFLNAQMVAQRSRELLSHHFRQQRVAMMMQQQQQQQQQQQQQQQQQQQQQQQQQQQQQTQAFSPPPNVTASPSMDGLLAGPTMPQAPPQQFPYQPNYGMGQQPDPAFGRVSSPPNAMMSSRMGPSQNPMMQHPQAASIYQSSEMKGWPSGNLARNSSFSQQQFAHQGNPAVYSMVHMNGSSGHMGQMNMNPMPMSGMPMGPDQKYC
LMP1 NFkB inh: inhibitors of Epstein-Barr LMP1-induced NF-kappaB reporter; inhibition, % at 12.5 µM; 350,000 compounds, 0.69% hits; AID 504558; LMP1-induced NF-kappaB luciferase reporter cells, luminescence; in the data active = inhibition above about 41%; inconclusive = no clear call, values can overlap the other calls;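 note: 0% = neutral control wells and 100% = reference inhibitor control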
TROY signal inh: blocks TROY-dependent signaling in reporter cells; AID 1347056; 360,000 compounds, 0.98% hits; inhibition, % at 10 µM; Q293 LMP1-TROYcd NF-kB luciferase reporter, 4 h;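 active = compounds whose plate-normalised and pattern-corrected inhibition of the luciferase reporter signal at the single screening dose is 50% or more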
SRC1 inh: human NCOA1 inhibition | Q15788 | AID 588354 | 360,000 compounds, 0.12% hits | inhibition, % at 3.6 µM | HEK293 GAL4-SRC1 luciferase reporter, luminescence;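 active = inhibition above the campaign mean plus 3 SD, with each screening campaign given its own cutoff, cut at about 60% in these data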;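 note: 0% = DMSO treated cells and 100% = gossypol at 36 µM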
TRAIL sens C8: sensitizes caspase-8 expressing cells to TRAIL; 360,000 compounds, 1% hits; NB7+C8 cells + TRAIL, ATPlite viability luminescence; AID 624354; inhibition (viability loss, TRAIL sensitization), % at 10 µM;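 active = compounds causing at least 50% loss of cell viability in the single-dose screen, relative to plate controls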
NOD2-RIPK2 inh: inhibitors of human NOD2-RIPK2 interaction; inhibition, % at 4.98 µM; CHO BLA complementation NOD2-RIPK2, CCF4 ratio; O43353; 360,000 compounds, 0.38% hits; in the data active = inhibition above about 21%;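 note: 0% = vehicle only and 100% = reference blocker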
Numbers without * were called inactive; u = inconclusive; x = not tested or not shown.

SMILES	TLR9-MyD88 block	SRC2 inh	COUP-TFII inh	Vif imaging	LRH-1 inv ag	NCOA3 inh	LMP1 NFkB inh	TROY signal inh	SRC1 inh	TRAIL sens C8	NOD2-RIPK2 inh
O=C(OCc1nc2ccsc2c(=O)[nH]1)c1ccccc1	-4	24	-10	-2	-21	-3	-3	-25	-23	6	-5
O=C(COC(=O)c1ccc[nH]c1=O)Nc1ccc2c(c1)OC(F)(F)O2	-4	1	4	3	16	2	-8	-5	-23	18	-11
CCn1c2ccccc2c2nnc(SCC(=O)OCN3C(=O)c4ccccc4C3=O)nc21	3	-14	-5	14	3	-2	-7	x	-70	6	6
O=C(/C=C/c1ccco1)OCC(=O)c1ccc(OC(F)F)cc1	2	-14	-10	1	-25	26	-1	-14	-8	17	7
CCC1CCCCN1C(=O)c1cc(S(=O)(=O)N2CCOCC2)ccc1C (stereo not drawn)	-5	6	2	19	19	-9	10	-8	1	-8	2
COc1ccc(OC)c(-c2cc(C(=O)NCc3cccs3)no2)c1	-8	-22	-9	0	-21	2	3	-7	-11	-11	-3
O=C(Nc1ccc(NC(=O)C2CC2)cn1)c1ccccc1	0	-41	-56	-4	-128	-93	8	35	-70	50*	-2
Cc1ccc(C(=O)O)cc1S(=O)(=O)N1CCSCC1	-22	-11	10	8	-5	14	6	-9	5	-4	1
Cc1cc(C(=O)OCC(=O)N2CCN(c3ccccc3)CC2)c2ccccc2n1	1	8	1	x	14	22	0	-10	4	2	5
Cc1cccc(N2C(=O)CC(NNc3nc4ccccc4s3)C2=O)c1 (stereo not drawn)	-17	-10	13	2	-1	13	1	-3	-30	-22	4
Cc1ccc(N(CC(=O)N2CCCC2)S(C)(=O)=O)cc1C	6	-15	-19	0	6	1	-6	4	3	-17	3
Cc1cccc(NC(=O)c2ccccc2OCC(=O)c2ccccc2)c1	0	0	5	-2	-4	-5	0	-23	10	-8	0
CNS(=O)(=O)c1cc(S(=O)(=O)NC)c2cccc3c2c1NC3=O	-6	5	-10	-3	12	-21	6	7	-2	-9	-8
COc1ccc(NC(=O)C2CCCN(S(=O)(=O)c3ccc4c(c3)oc(=O)n4C)C2)cc1OC (stereo not drawn)	5	-10	9	-5	27	8	0	-3	-18	-6	-4
Cc1ccc(COc2cccc3c2CCN(Cc2ccc(F)cc2)C3=O)cc1	9	8	19	-6	8	12	25	27	7	4	-2
Cc1ccc(C)c(C(=O)CCC(=O)NNC(=O)Cn2nc(C)cc2C)c1	2	-20	9	-18	3	13	6	16	-18	3	1
CN(C)S(=O)(=O)c1ccc(N2CCCC2)c(C(=O)NNC(=O)c2ccc(F)cc2)c1	-3	6	-20	-3	8	13	3	10	-5	-2	-22
COc1ccc(OC)c(S(=O)(=O)NC2CCSc3ccccc32)c1 (stereo not drawn)	-12	-16	10	-5	-13	-7	-6	5	5	0	1
COc1ccc(F)cc1S(=O)(=O)NCCN1CCOCC1	7	15	4	-5	0	6	4	-6	-10	-1	-25
Cc1ccc(NC(=O)C(C)c2cccc(C(=O)c3ccccc3)c2)cc1O (stereo not drawn)	10	0	48*	-7	28	15	14	33	4	22	-4
COc1ccc(C2(CNC(=O)c3ccc(Br)o3)CCOCC2)cc1	-13	5	1	10	-21	11	-3	11	-7	-2	-4
O=C1NN=C2CCCCCCC12 (stereo not drawn)	2	-4	1	18	9	22	-5	-1	-21	-4	-21
C=C1C(C(=O)Nc2cccc(OC)c2)C1C(=O)Nc1cccc(OC)c1 (stereo not drawn)	-30	-2	19	16	-30	15	3	10	-10	-8	-37
Cc1ccccc1Cn1cc(NC(=O)c2noc(C(C)C)c2[N+](=O)[O-])cn1	-12	-11	14	-4	-8	-37	-5	-13	-7	1	-15
Cc1ccc(Cl)cc1-c1cc(C(=O)NCc2ccc(C(F)(F)F)cc2)[nH]n1	x	-11	-4	18	-17	-19	x	49	10	7	11
Cc1ccccc1NS(=O)(=O)c1ccc2c(c1)NC(=O)CCS2	-1	-20	-12	-2	7	-5	-3	1	-25	-7	-7
CCN(C[C@H]1N[C@@](Cc2ccccc2)(C(=O)OC)[C@H]2C(=O)N(Cc3ccccc3)C(=O)[C@@H]12)S(=O)(=O)c1ccc(C)cc1	-4	-10	0	-3	-1	-30	4	-1	-2	21	1
CC(C)CCNC(=O)NC(=O)CSc1nnc(COc2ccccc2Cl)o1	-7	-19	-3	-2	4	8	10	-22	-17	25	1
CCCCNc1nc2c(-c3ccccc3)nnn2c2ccccc12	-6	-15	-16	-8	2	3	-6	-10	-3	7	-14
O=c1cc(N2CCN(Cc3ccccc3)CC2)[nH]c(=O)n1-c1ccc(Br)cc1	-3	-11	5	10	5	-3	-4	-7	-3	-7	4

Taken from above:
COUP-TFII inh with CCn1c2ccccc2c2nnc(SCC(=O)OCN3C(=O)c4ccccc4C3=O)nc21 : -5
LMP1 NFkB inh with Cc1ccccc1Cn1cc(NC(=O)c2noc(C(C)C)c2[N+](=O)[O-])cn1 : -5

Next results follow.
SMILES	TLR9-MyD88 block	SRC2 inh	COUP-TFII inh	Vif imaging	LRH-1 inv ag	NCOA3 inh	LMP1 NFkB inh	TROY signal inh	SRC1 inh	TRAIL sens C8	NOD2-RIPK2 inh
CCN(CC)CCN(C(=O)CCS(=O)(=O)c1ccccc1)c1nc2cc3c(cc2s1)OCO3	-5	-35	3	6	17	32	4	13	-12	-11	-3
Cc1ccc(S(=O)(=O)NCCC(=O)NCc2ccco2)cc1	-7	-7	6	1	-13	-16	1	1	-35	8	-13
CC1(C)O[C@@H]2CC3C4C[C@H](F)C5=CC(=O)C=CC5(C)C4C(O)CC3(C)[C@]2(C(=O)CO)O1 (stereo partly drawn)	-3	-20	-24	16	10	-43	-2	20	-13	1	2
COc1ccc(NC(=O)C2CCN(c3ncnc4c3nc3n4CCCCC3)CC2)cc1Cl	-7	8	-5	-4	-6	11	14	18	-17	6	-15
CCn1c(-c2ccco2)nc2ccccc21	-9	-7	-17	16	-26	-44	-4	8	-15	9	-7
Cc1cccc(NC(=O)Cn2c(=O)n(CCC(=O)NC3CCCC3)c(=O)c3ccccc32)c1	13	12	-10	0	13	2	-2	-14	-2	3	-2
COc1ccccc1-c1nc(-c2ccncc2)no1	-3	-48	-42	-5	-133	-74	-7	-30	-114	5	-1
c1ccc(-c2cc3c(-n4cccc4)ncnc3o2)cc1	-13	-11	-7	-8	-5	-33	-14	-8	-12	8	-6
O=C(Nc1ccc(Cl)cn1)c1ccccc1-c1ccccc1	-13	7	-4	7	-8	6	3	-4	7	23	14
Cc1ccsc1/C=C/c1n[nH]c(=O)c(C#N)c1C	7	-25	2	-10	-1	1	7	-11	-24	0	-7
O=C(CSc1nc(-c2ccco2)cc(C(F)(F)F)n1)NN1CCOCC1	10	-16	-2	u	3	9	-4	-4	9	-7	-10
N=c1c(C(=O)NCC2CCCO2)cc2c(=O)n3ccccc3nc2n1Cc1ccccc1 (stereo not drawn)	-38	22	17	13	3	-10	2	-7	17	-10	-41
COc1ccc(NC(=S)NCc2cccnc2)cc1OC	3	-5	-4	-10	13	7	2	-4	-6	-1	-3
O=C(NCC(=O)N(c1ccccc1)C(C(=O)NCC1CCCO1)c1ccccc1)c1ccco1 (stereo not drawn)	-7	-7	-6	-4	-1	3	-3	12	-21	5	0
Cc1ccccc1OCC(=O)N/N=C/c1ccc2c(c1)OCCO2	6	-16	-29	2	-3	7	-7	4	-10	3	-4
Cc1ccc(-c2nc(CN(C)C(C3CC3)C3CC3)c(C)o2)cc1	-9	3	15	13	-29	-6	1	-20	-12	-1	2
COc1ccc(OCC(=O)NCC(c2ccc(OC)cc2)N2CCCCC2)cc1 (stereo not drawn)	-4	6	14	1	-22	0	2	4	-24	-3	-2
CCCCOCCCNC(=O)c1ccc2c(c1)OCO2	-8	-12	-11	3	18	18	-16	-12	-7	-3	-7
COc1ccccc1C(=O)Nc1ccc(N2CCCCC2)cc1	8	-89	-71	7	-119	-33	-38	-72	-75	58*	-4
CS(=O)(=O)Nc1ccc2c(c1)[C@H]1C[C@H](CC(=O)NCc3ccccc3)O[C@H](CO)[C@H]1O2	5	-13	-5	-1	12	-7	-5	2	-21	-11	-6
Cn1cccc1CC(=O)NNC(=S)Nc1ccc(F)cc1	-1	-13	-10	7	9	-6	-3	-38	-6	-3	0
CN(C)c1nc(-c2cccnc2)nc(-c2ccc(Cl)cc2)c1C#N	-1	7	-4	6	2	1	7	0	1	-2	1
COc1cc2c(cc1OC)C(c1cccc([N+](=O)[O-])c1)NC(=O)C2 (stereo not drawn)	-2	-12	-2	-3	12	9	-14	-13	8	-7	1
CC(=O)N1CCN(c2ccc(NC(=O)C(c3ccccc3)c3ccccc3)cc2)CC1	-5	-19	7	10	-8	4	1	-2	5	4	-5
CC1(C(=O)NC2CCCCC2)CCC(=O)N1Cc1cccnc1 (stereo not drawn)	-3	19	0	1	18	9	-2	-4	1	9	1
CCOC(=O)N1CCN(c2nc3ccc(C(=O)c4ccccc4)cc3n3cnnc23)CC1	-15	4	2	-3	2	-16	16	-5	2	5	-2
CCOC(=O)[C@H]1[C@H]2COc3ccc(C)cc3[C@@H]2N2C(=O)c3ccc(Cl)cc3NC(=O)[C@@]12C	-6	-6	-4	2	-3	12	2	8	-5	19	12
S=C(NCCSCc1ccccc1Cl)Nc1ccccc1	11	-15	-1	-18	10	-11	-9	38	-23	-3	-1
CCN1CCN(S(=O)(=O)c2ccc(Br)s2)CC1	10	-3	-18	-2	1	-9	7	-5	-3	3	-5
CC(NC(=O)c1noc2c1CCCCC2)c1ccccc1 (stereo not drawn)	-8	-1	-11	-2	-18	-21	-24	-40	-29	3	-5
COc1ccc(CCNC(=O)Nc2cccs2)c(OC)c1	10	5	6	-6	-10	-17	1	4	-1	-9	12
C/C(Cn1cnc([N+](=O)[O-])n1)=N\NC(=O)c1ccc(Br)cc1	1	-9	4	-18	1	0	3	-40	-23	1	-1
O=[N+]([O-])c1ccc(NCCCNS(=O)(=O)c2ccc(Cl)cc2)c(Cl)c1	-6	20	8	-8	7	12	-5	19	3	3	3
COc1cccc(CN2CCN(C(=O)C3CCC(=O)N(C4CCCC4)C3)CC2)c1 (stereo not drawn)	-6	-4	-6	13	-2	-2	-10	-2	-8	-2	6
O=C(COC(=O)Cc1c(F)cccc1Cl)NC(=O)Nc1ccccc1F	-8	18	-8	-1	3	0	1	-23	-6	0	0
O=C(O)c1ccc(-c2ccccc2C(F)(F)F)o1	0	-31	-9	6	4	3	2	-4	7	12	-1
Oc1ccc2c(c1)c1ccccc1c1ncccc21	-8	2	4	4	-6	8	0	-24	2	1	-1

A portion of the library; count on the stated rates, not on these rows.
